CHO-K1 Ca antag = counter-screen for M1 antagonists: effect in parental CHO-K1 cells. ATP-induced calcium, Fluo-8 fluorescence. inhibition, % at 3 µM. 0.6% of 360,000 active;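 active means inhibition above a per-plate cutoff, the plate's mean sample inhibition plus 3 SD, cut at about 24% in these data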;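 further: 0% = DMSO plus EC80 ATP and 100% = DMSO alone without ATP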
M1 ag parental = M1 agonist counterscreen hit in parental CHO-K1 cells; Fluo-8 calcium fluorescence; scaled to maximal ATP response, vehicle zero; activation, % at 3 µM; 0.48% of 360,000 active; AID 602248; in the data active means activation above about 15%;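 further: untransfected CHO-K1 host cells lacking M1 receptor as counterscreen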
CHO-K1 Ca PAM = counter-screen for M1 PAMs: effect in parental CHO-K1 cells | ATP EC20, Fluo-8 calcium fluorescence; 0% at ATP EC20, 100% at ATP max | activation, % at 3 µM | 0.02% of 360,000 active | AID 602247;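 active means activation above the run cutoff, the mean activation of all test compounds plus 3 SD, cut at about 40% in these data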;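 further: peak over basal fluorescence ratio in a 140 s read after ATP addition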
CHO parental Ca = counter-screen for OX1R antagonists: effect in parental CHO cells. parental CHO-K1, ATP-induced calcium, Fluo-8 fluorescence. inhibition, % at 5.6 µM. 0.63% of 330,000 active. AID 463079;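 active means inhibition above that plate's mean sample inhibition plus 3 SD, cut at about 26% in these data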;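 further: 0% = ATP-challenged DMSO wells and 100% = DMSO wells without ATP; some compounds past the cut are filed as inactive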
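Test system: untransfected parental CHO cell line; also added: ATP stimulus; dosing: 5.6 µM, single dose; signal: calcium-sensitive Fluo-8 fluorescence; measure: percent inhibition of ATP-evoked calcium rise, normalized to controls; benchmarks: low control ATP plus DMSO, high control DMSO only; replication: one well per compound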
TAAR1 ag = human TAAR1 agonism; Q96RJ0; CHO RD-HGA16 TAAR1, Fluo-8 calcium fluorescence; vehicle wells 0%, saturating PEA agonist 100%; activation, % at 3 µM; 0.99% of 360,000 active; AID 624467;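 active means activation above the mean activation of all test compounds in the run plus 3 SD, cut at about 38% in these data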
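System: CHO-derived RD-HGA16 cells with stable Gα16 and human TAAR1. Times: 17-24 h plating, Fluo-8 75 min 37 °C, 30 min RT. Measured by: calcium-sensitive Fluo-8 signal, excitation 470-495, emission 515-575 nm. Read-out basis: % activation relative to PEA EC100 response. Control set: DMSO and PEA EC100. Repeats: no replicates (n 1).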
OXTR potentiate = potentiates the human oxytocin receptor response; P30559; CHO-OTR cells, Fluo-8 calcium fluorescence, potentiator mode; 0% = oxytocin EC15, 100% = EC100; activation, % at 3 µM; 0.061% of 320,000 active; AID 2445;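 active means activation above that plate's cutoff, the mean activation of tested compounds plus 3 SD, cut at about 6.6% in these data, passing the limit was not always enough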;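 further: 100% uses oxytocin at 75 nM as the full agonist control; some results filed as inactive read as strong as hits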
Target sequence (P30559 whole entry, looked up): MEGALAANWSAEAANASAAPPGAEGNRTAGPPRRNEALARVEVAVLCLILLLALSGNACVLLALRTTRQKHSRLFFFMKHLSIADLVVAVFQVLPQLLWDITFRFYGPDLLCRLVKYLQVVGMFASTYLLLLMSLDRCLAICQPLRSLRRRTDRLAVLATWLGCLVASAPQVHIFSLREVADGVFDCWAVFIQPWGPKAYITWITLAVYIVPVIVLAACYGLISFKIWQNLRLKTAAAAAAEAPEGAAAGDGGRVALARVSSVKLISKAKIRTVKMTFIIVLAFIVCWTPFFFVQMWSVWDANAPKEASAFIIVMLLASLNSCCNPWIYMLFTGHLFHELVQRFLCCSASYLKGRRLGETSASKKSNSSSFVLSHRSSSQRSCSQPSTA
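Measured by – Fluo-8 calcium dye fluorescence · Test system – human OTR in CHO cells · Dosing – one concentration, 3.0 µM compound · Controls – EC15 oxytocin alone as 0%, 75 nM oxytocin as 100% · Evaluation – normalized max/min fluorescence ratio, % activation · Timing – 6 min pre-incubation, 100 s read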
TAAR1 antag = human TAAR1 antagonism. Q96RJ0. inhibition, % at 3 µM. AID 624466. CHO RD-HGA16 TAAR1, Fluo-8 calcium fluorescence, antagonist. 1.5% of 360,000 active;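 active means inhibition above a per-plate cutoff, the mean inhibition of test compounds on that plate plus 3 SD, cut at about 49% in these data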;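 further: 0% = DMSO plus EC80 beta-PEA response and 100% = DMSO alone without agonist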
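Assay system: CHO-derived RD-HGA16 cells stably expressing human TAAR1 plus Gα16. Timing: 140 s kinetic read after compound, 140 s after agonist. Technique: kinetic Fluo-8 calcium fluorescence measurement. Measure: % inhibition of agonist calcium response.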
CHRM1 agonist = agonists of human M1 muscarinic receptor; P11229; CHO-K1 hM1, Fluo-8 calcium fluorescence, agonist mode; 0% DMSO, 100% acetylcholine EC100; activation, % at 3 µM; 0.33% of 360,000 active;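 active means activation above the run's mean compound activation plus 3 SD, cut at about 16% in these data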;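 further: peak over basal fluorescence ratio within a 140 s kinetic read after compound addition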
Target sequence (P11229 whole entry, looked up): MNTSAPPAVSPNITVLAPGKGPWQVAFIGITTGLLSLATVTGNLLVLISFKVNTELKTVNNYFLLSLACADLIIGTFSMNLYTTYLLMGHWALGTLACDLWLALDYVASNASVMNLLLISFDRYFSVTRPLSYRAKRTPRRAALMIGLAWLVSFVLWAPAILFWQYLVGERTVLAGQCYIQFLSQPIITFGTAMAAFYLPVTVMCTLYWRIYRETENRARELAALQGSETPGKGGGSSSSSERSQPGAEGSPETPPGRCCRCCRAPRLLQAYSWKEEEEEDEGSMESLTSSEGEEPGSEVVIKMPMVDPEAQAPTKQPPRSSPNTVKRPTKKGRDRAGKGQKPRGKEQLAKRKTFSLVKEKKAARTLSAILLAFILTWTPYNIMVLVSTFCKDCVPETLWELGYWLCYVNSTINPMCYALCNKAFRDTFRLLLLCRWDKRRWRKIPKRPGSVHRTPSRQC
V1R ag counter = V1a receptor agonism, counter-screen for OXTR agonists. P37288. 0.25% of 320,000 active. AID 2797. CHO-V1R cells, Fluo-8 calcium fluorescence, agonist mode; 0% DMSO, 100% 3 nM vasopressin. activation, % at 3 µM;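 active means activation above the mean activation of all tested compounds plus 3 SD, per screening run, cut at about 20% in these data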;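 further: signal is peak over basal fluorescence ratio across a 100 second FLIPR read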
* hit, by the source's call; . = not tested or not shown.

Value order: CHO-K1 Ca PAM, V1R ag counter, CHO parental Ca, TAAR1 ag, OXTR potentiate, CHO-K1 Ca antag, CHRM1 agonist, M1 ag parental, TAAR1 antag
COc1ccc(-n2c(-c3ccccc3)nc(=S)c3c2CCCC3)cc1
  17, -0.5, -12, 21, 3, -5, -1, 4.0, -1
COc1ccc(CNC(=O)c2ccccc2SC)cc1
  17, -0.9, -6, 0, -12, -3, -4, 0.7, 10
COC(=O)c1cc2c(C)[nH]c(C)c2cc(C(=O)OC)c1=O
  18, 0.9, 3, 6, -5, -11, -5, 0.9, -7
Cc1csc(Cn2c(CN(C)C)nc3ccccc3c2=O)n1
  17, 0.0, -4, 11, -12, -13, -7, 0.3, 6
CCCC(C(=O)NCc1ccc(OC)cc1)N(Cc1ccco1)C(=O)c1snc(C(N)=O)c1N (stereo unspecified)
  8, 0.1, -15, 10, -9, -22, -2, 5.7, 28
CC1CCCC(NC(=O)C2N(CCCN3CCCC3)C(=O)C3C(C(=O)Nc4ccc(Cl)cc4)C4C=CC32O4)C1C (stereo unspecified)
  -16, 0.1, -23, -1, -16, -13, -11, -0.7, -13
CC1CCN(C(=O)CSc2nc3ncccc3[nH]2)CC1
  -7, -0.2, -4, 3, -8, 10, -2, 0.3, -10
CC(C)(CN=C1NS(=O)(=O)c2ccccc21)CNC(=O)c1ccccc1
  -7, 0.8, 0, 8, -6, -2, -2, 3.8, 30
C[C@H](CO)N1C[C@H](C)[C@@H](CN(C)C)Oc2c(NC(=O)Cc3ccccc3)cccc2C1=O
  25, -0.1, -8, 2, 2, -23, -6, 0.7, -11
COc1ccc(-c2[nH]ncc2/C=N/NC(=O)c2cccc([N+](=O)[O-])c2)cc1OC
  28, -0.1, -5, 4, -7, -10, -9, 1.9, 11
COc1ccccc1C1CC(=O)Oc2cc(C)c(Br)c(C)c21 (stereo unspecified)
  -7, ., -9, 0, ., 9, 2, -0.2, 31
Clc1ccc(-c2c(C3=NCCCN3)nnn2-c2ccc(Cl)cc2)cc1
  2, ., ., 6, ., -3, -12, 2.3, -11
COC(=O)c1ccc(CNC(=O)COC(=O)c2ccc(N(C)C)cc2)cc1
  -7, -0.8, -11, 0, -9, 13, -6, 0.2, 0
O=C(Nc1ccccc1)N1CCN(c2ncccn2)CC1
  16, 0.4, -15, 18, 0, -17, -3, 0.4, -4
CN(CC(=O)NC1CCCCC1)S(=O)(=O)c1ccc(Br)s1
  13, -0.5, 1, 0, -6, -6, -3, 0.5, -8
Cc1cccc(C)c1NC(=O)C1CCN(C(=O)c2cccs2)CC1
  4, 1.5, -15, -1, -6, -10, -2, 0.9, -6
CCC(CC)C(=O)Nc1ccc(S(=O)(=O)Nc2nccs2)cc1
  13, 0.9, 10, 2, -8, -1, -7, -0.2, -3
CCOc1cc(C#N)c(NC(=O)c2cccnc2)cc1OCC
  12, 1.1, -8, 9, -13, -16, -1, 0.3, -3
CCOc1ccccc1CN1CCN(Cc2ccc3cc(F)ccc3n2)CC1CCO (stereo unspecified)
  18, ., ., 1, ., -10, -9, 7.0, -25
CC(Sc1nnc(COc2ccc([N+](=O)[O-])cc2)n1-c1ccccc1)C(=O)O (stereo unspecified)
  23, -0.4, 5, ., -8, -5, -7, 0.0, .
S=C1NC(c2cccs2)=CC(c2ccc(Br)cc2)N1 (stereo unspecified)
  26, 0.0, -1, 4, -9, -10, -2, -0.3, -2
CC12COC3(C(=O)Nc4nccs4)CC1CCC32C (stereo unspecified)
  20, 1.1, -8, 2, -21, -10, -1, 1.0, 10
O=C(N/N=C/c1ccc(OCC(=O)N2CCCC2)cc1)C(=O)NC1CC1
  14, 0.9, -9, 3, 1, -5, -1, 0.5, -7
Cc1ccc2nc(NCc3ccccc3)c(C=O)c(=O)n2c1
  24, 1.1, -7, 1, -3, -10, -1, 0.5, 19
Cc1cc(C)c(NC(=O)CN(C)C(C)C(=O)N2CCc3ccccc32)c(C)c1 (stereo unspecified)
  8, 0.5, -14, 8, -8, -16, -2, -0.1, -9
CCOC(=O)C1CCCN(CCC(=O)Nc2cccc(C)c2)C1 (stereo unspecified)
  -7, 0.0, 5, 9, -10, 20, 43*, -0.3, 8
CC(C)(C)c1ccc(Oc2cccc(C3CC(=O)C(C4NCCc5ccccc54)C(=O)C3n3cncn3)c2)cc1 (stereo unspecified)
  19, -0.5, 13, 10, -2, -10, -4, -0.2, -1
Cc1ccc(N(CN2CCCC2=O)C(=O)c2ccc(C)c(C)c2)cc1
  0, -1.3, -9, 7, 4, 7, -4, 0.2, 13
O=C(NCc1ccco1)c1cc2nc(-c3cccs3)cc(C(F)(F)F)n2n1
  -9, -1.1, -14, 9, -3, -10, -7, 0.9, -20
CCOC(=O)c1ccc(OCCOc2ccccc2C)cc1
  26, 1.4, -13, 5, 9, -10, -4, 2.0, 0
CCn1c2ccc(C)cc2c2nc3cc(C(=O)O)ccc3nc21
  -9, -0.7, -3, 1, -5, 5, -5, 2.9, 10
CCN1CCCSC1=S
  12, ., ., 1, ., -11, -2, 0.4, 8
CC(C)CSC1=NSC2=NC(=O)/C(=C\c3ccccc3)C(=N)N12
  -14, -0.6, -10, 3, -3, 0, -3, 0.2, -8
CCCN(CC(=O)Nc1ccc(F)c(F)c1F)C(=O)c1ccc2c(c1)NC(=O)CS2
  -18, 1.9, -3, 2, -7, -6, 0, 2.5, 6
COC(=O)C1(CO)NC(c2ccc(C)cc2)C2C(=O)N(c3ccccc3)C(=O)C21 (stereo unspecified)
  9, 1.2, -8, 0, -5, -11, 0, 0.9, 11
CCCCNc1c(-c2ccc(OC)c(SC3CCCCC3)c2)nc2ccc(Cl)cn12
  -10, 0.0, -15, 9, -1, -4, -4, -0.4, 39
COc1cc(SC)ccc1C(=O)OC(C)C(=O)NC1CCCC1 (stereo unspecified)
  -1, ., ., 3, ., -10, -9, 0.9, -3
CCC(=O)c1ccc(OCC(=O)OCC(=O)NC2CCCC2)cc1
  -8, 1.5, -19, 2, -9, -1, 2, 1.7, -33
OCCNCc1cccc(OCc2ccccc2Cl)c1
  16, 0.9, -19, 7, -6, -18, -10, 5.4, 15
COc1ccc(CC(=O)N/N=C(\C)c2cccc(NC(=O)C3CC3)c2)cc1
  -13, ., ., 4, ., -7, 6, 0.4, -15
COc1ccc(NC(=O)c2sccc2SCC#N)cc1
  -1, 0.1, -4, -1, 3, -29, -2, 0.5, 8
Cc1cc(OCC(=O)NCCc2c[nH]c3ccccc23)c2c(C)cc(=O)oc2c1
  3, 1.2, -13, 4, -9, 5, 3, 0.6, 39
COC(=O)C1=C(O)/C(=C\c2ccc(OCC(=O)Nc3ccccc3)cc2)N=C1C
  22, 0.3, 1, 7, -9, -6, -2, 0.4, -19
CN(C)S(=O)(=O)c1cccc(NC(=O)C2Cc3ccccc3CN2C(=O)c2ccccc2)c1 (stereo unspecified)
  0, -0.3, -13, 3, -8, -8, -6, 1.4, 11
CC(=O)N1c2ccc(S(=O)(=O)NCCc3ccccc3)cc2CC1C (stereo unspecified)
  -3, 8.2, 9, 8, -23, 11, 1, 10, -2

An excerpt from above with just CHO parental Ca and TAAR1 ag.
SMILES | CHO parental Ca | TAAR1 ag
Cc1cc(OCC(=O)NCCc2c[nH]c3ccccc23)c2c(C)cc(=O)oc2c1 | -13 | 4
COC(=O)C1=C(O)/C(=C\c2ccc(OCC(=O)Nc3ccccc3)cc2)N=C1C | 1 | 7

Continued:
Value order: CHO-K1 Ca PAM, V1R ag counter, CHO parental Ca, TAAR1 ag, OXTR potentiate, CHO-K1 Ca antag, CHRM1 agonist, M1 ag parental, TAAR1 antag
CCOc1cc(C(=O)Nc2ccccc2N2CCOCC2)ccc1OCC(=O)N1CCOCC1
  19, 0.8, -23, 15, -2, -18, -2, 0.8, -3
COc1ccc(NC(=O)CCCc2ccccc2)c(OC)c1
  -7, -0.6, 4, -1, -8, 7, -3, 0.2, -5
O=C(C1=C[C@@H](c2csc3ccccc23)C[C@@H](OCCCCO)O1)N1CCN(Cc2ccc3c(c2)OCO3)CC1
  10, 0.8, -35, 12, -10, -4, -2, 0.4, 35
O=C(CC1NCCc2ccccc21)Nc1ccccc1Cl (stereo unspecified)
  10, 0.6, -10, 1, 3, 8, -13, 12, 0
CCCCN1C(=O)C(=O)N(CC(=O)Nc2cc(S(=O)(=O)N(C)C)ccc2C)C1=O
  4, 0.2, -2, 4, -6, -5, -1, 0.7, -18
O=C1CC(c2cccc([N+](=O)[O-])c2)c2ccc3ccccc3c2N1 (stereo unspecified)
  9, -0.1, -10, 14, -10, -5, 0, 2.6, 26
CC(C)(C)c1ccc(C2(C)NC(=O)NC2=O)cc1 (stereo unspecified)
  -11, 2.9, -6, 7, -4, 4, -11, 0.5, 13
Cc1ccccc1N1CC(c2nc3ccccc3[nH]2)CC1=O (stereo unspecified)
  11, 0.4, -3, 7, -1, -3, -4, 1.5, 7
CC1(C)Cc2ccccc2-c2nnc(-c3ccccn3)n21
  10, 1.1, -3, 5, 7, -2, -4, 0.4, 0
CCOc1ccc(NC2OC(CO)C(O)C(O)C2O)c([N+](=O)[O-])c1 (stereo unspecified)
  -7, -0.2, -16, 10, -8, 12, -2, -0.5, 3
CCc1nc(OCc2ccccc2)c2sc3nc4c(cc3c2n1)COC(C)(C)C4
  6, -0.1, -9, 2, 1, -13, -3, 0.2, 4
COc1ccc(NC(=O)C2(C)Cc3c(-c4cccc(NC(C)=O)c4)ccnc3O2)cc1OC (stereo unspecified)
  9, ., ., 2, ., 4, 2, 0.2, -46
CCSc1nnc(NC(=O)c2ccc(C)cc2)s1
  16, -0.1, -3, -1, -7, -11, -3, 0.3, -14
CCOC(=O)c1sc(N(Cc2ccccc2)C(=O)CSc2nnc(C3CC3)n2N)nc1C
  -3, -1.5, -11, 20, 2, 11, -3, -0.5, 11
Cc1ccc(S(=O)(=O)N(C)C)cc1NC(=O)COC(=O)Cc1ccsc1
  13, -0.3, -27, 0, -3, 10, -4, 0.9, -17
COCCN=C1NN=C(c2cc(C)n(CC3CCCO3)c2C)CS1 (stereo unspecified)
  15, -1.1, -23, 1, -7, -14, -1, -0.2, -6
COc1ccccc1-c1ocnc1C(=O)N1CCN(C(=O)C(c2ccccc2)c2ccccc2)CC1
  2, 4.2, -23, 2, -11, -7, -6, 1.2, -11
CC(=O)N1CCN(S(=O)(=O)c2ccc(S(=O)(=O)NC3CC3)cc2)CC1
  16, -0.3, -9, 0, -2, -10, -6, 0.0, 5
COCCCN1C(=O)C(=O)/C(=C(/O)c2ccc(OC)cc2)C12C(=O)N(C)c1ccccc12 (stereo unspecified)
  16, 1.1, -3, 2, 0, -3, -3, 0.0, -4

Source: PubChem
